Screening results deposited in PubChem BioAssay by several laboratories.
PHOSPHO1 inh: inhibitors of human PHOSPHO1 phosphatase | inhibition, % at 13.3 µM | recombinant PHOSPHO1, absorbance phosphatase assay | AID 1565 | 290,000 tested, 1.1% active; in the data active = inhibition above about 60%
Target sequence (Q8TCT1 whole entry, looked up): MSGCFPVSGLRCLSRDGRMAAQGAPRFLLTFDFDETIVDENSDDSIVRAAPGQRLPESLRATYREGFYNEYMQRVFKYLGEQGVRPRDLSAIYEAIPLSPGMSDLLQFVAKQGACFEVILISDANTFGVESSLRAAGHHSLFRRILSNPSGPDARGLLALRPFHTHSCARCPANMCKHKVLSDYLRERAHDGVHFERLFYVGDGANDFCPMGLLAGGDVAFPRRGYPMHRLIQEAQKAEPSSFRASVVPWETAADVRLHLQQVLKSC
OXTR ag: human OXTR agonism | P30559 | CHO-OTR cells, Fluo-8 calcium fluorescence; normalized: DMSO 0%, oxytocin 100% | activation, % at 3 µM | 320,000 tested, 0.32% active | AID 2435;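 active = activation above the mean of all tested compounds plus 3 SD, cutoff set per screening run, cut at about 20% in these data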;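 note: peak over basal fluorescence ratio from a 100 s FLIPR kinetic read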
IMP-1 inhibitor: inhibitors of Pseudomonas aeruginosa IMP-1 metallo-beta-lactamase; purified IMP-1, nitrocefin hydrolysis, epi-absorbance fluorescence; inhibition, % at 5.6 µM; 290,000 tested, 0.45% active;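 active = inhibition above the mean plus 3 SD of all compounds in the same screening run, cut at about 4.5% in these data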;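 note: 0% = IMP-1 with DMSO and 100% = DMSO wells lacking enzyme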
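Material – recombinant IMP-1 enzyme, purified · Amount – IMP-1 0.2 nM before substrate addition · Medium – HEPES buffer pH 7.1 with ZnSO4 and Brij 35 · Timing – 25 °C, 15 min preincubation, 25 min reaction · Measured by – plate fluorescence quenching by hydrolysis product, ex 480/em 530 nm · Read-out – percent enzyme inhibition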
VIM-2 inh: blocks Pseudomonas aeruginosa VIM-2 metallo-beta-lactamase; inhibition, % at 5.6 µM; AID 1527; purified VIM-2, nitrocefin hydrolysis, epi-absorbance fluorescence; 290,000 tested, 0.89% active;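 active = inhibition above the mean of all tested compounds plus 3 SD, cutoff set per screening run, cut at about 7.5% in these data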;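 note: red hydrolysis product quenches plate fluorescence so inhibitors raise well fluorescence; 0% = enzyme with DMSO and 100% = DMSO without enzyme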
NS3 helicase inh: inhibitors of Hepatitis C virus NS3 helicase. 290,000 tested, 0.56% active. inhibition, % at 10.9 µM. NS3 helicase DNA unwinding, Cy5 molecular beacon fluorescence;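 active = inhibition above the mean of all tested compounds plus 3 SD, set per campaign, cut at about 35% in these data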;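 note: 0% = DMSO wells and 100% = thioflavine S control wells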
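Assay system: hepatitis C virus NS3 helicase domain fragment enzyme. Also added: annealed dual-labelled DNA beacon duplex, ATP-started. Timing: 1 h reaction at 25 °C, ATP-initiated. Technique: Cy5 fluorescence at 0 and 60 min, beacon hairpin quenching. Evaluation: % inhibition of unwinding. Replication: one well per compound.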
FID counter: fluorescent intercalator displacement, NS3 helicase counter-screen; DNA fluorescent intercalator displacement, fluorescence; inhibition, % at 7.9 µM; 290,000 tested, 0.17% active; AID 1845; in the data active = inhibition above about 37%;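 note: 0% = vehicle and 100% = reference compound; higher means more ethidium bromide displaced from hairpin DNA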
GPR7 antagonist: antagonists of human GPR7 (neuropeptides B/W receptor 1). P48145. GPR7-expressing cells, fluorescence antagonist assay. inhibition, % at 4.4 µM. 290,000 tested, 1.1% active. AID 1861; in the data active = inhibition above about 16%, passing the limit was not always enough;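 note: cells stimulated with the agonist NPW; 0% = agonist with vehicle and 100% = vehicle without agonist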
V1R ag counter: counter-screen for oxytocin receptor agonists: human V1a receptor agonists; 320,000 tested, 0.25% active; P37288; activation, % at 3 µM; AID 2797; CHO-V1R cells, Fluo-8 calcium fluorescence, agonist mode; 0% DMSO, 100% 3 nM vasopressin;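 active = activation above the mean activation of all tested compounds plus 3 SD, per screening run, cut at about 20% in these data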;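 note: signal is peak over basal fluorescence ratio across a 100 second FLIPR read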
Target sequence (P37288 whole entry, looked up): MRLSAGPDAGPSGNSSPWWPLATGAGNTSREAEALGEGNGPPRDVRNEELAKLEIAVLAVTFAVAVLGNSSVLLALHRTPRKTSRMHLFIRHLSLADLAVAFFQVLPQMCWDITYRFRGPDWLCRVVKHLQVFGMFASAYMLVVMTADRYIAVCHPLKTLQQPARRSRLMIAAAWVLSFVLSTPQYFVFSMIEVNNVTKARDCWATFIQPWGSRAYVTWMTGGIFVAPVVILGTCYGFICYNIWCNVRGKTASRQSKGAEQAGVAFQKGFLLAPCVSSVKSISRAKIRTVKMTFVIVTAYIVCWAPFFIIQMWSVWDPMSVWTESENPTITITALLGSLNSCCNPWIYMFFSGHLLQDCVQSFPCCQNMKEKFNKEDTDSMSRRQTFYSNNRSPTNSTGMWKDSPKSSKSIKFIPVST
GalR3 antagonist: human GalR3 antagonism. O60755. HEK293 GalR3-CNG cAMP membrane potential fluorescence; galR3 body fused to GalR1 C-terminus. inhibition, % at 3 µM. 360,000 tested, 0.44% active. AID 651719;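 active = inhibition above the screen-wide average plus 3 SD, cut at about 13% in these data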;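 note: forskolin and galanin both at EC90 stimulate the cells; cAMP rise reported by CNG channel membrane potential dye signal; 0% = forskolin plus galanin with DMSO and 100% = forskolin alone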
Target sequence (O60755 1-299 limits assumed): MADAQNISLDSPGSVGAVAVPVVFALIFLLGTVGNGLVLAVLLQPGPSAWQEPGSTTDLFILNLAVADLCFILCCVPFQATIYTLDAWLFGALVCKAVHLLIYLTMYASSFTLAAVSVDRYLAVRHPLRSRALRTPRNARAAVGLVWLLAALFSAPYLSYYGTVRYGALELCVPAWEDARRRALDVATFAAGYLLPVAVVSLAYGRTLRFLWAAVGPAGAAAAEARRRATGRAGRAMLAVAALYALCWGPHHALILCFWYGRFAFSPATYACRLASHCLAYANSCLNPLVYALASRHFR
* hit, by the source's call.

For COC(=O)CN1CCN(C(=O)c2ccco2)CC1 the results were PHOSPHO1 inh 8, OXTR ag -0.3, IMP-1 inhibitor -0.6, VIM-2 inh 1.5, NS3 helicase inh 10, FID counter -5, GPR7 antagonist -18, V1R ag counter 4.8 and GalR3 antagonist 0.
COc1ccc(C(=O)COC(=O)CCN2C(=O)C3C4CCC(C4)C3C2=O)cc1 (stereo unspecified) was read as PHOSPHO1 inh -3, OXTR ag -0.6, IMP-1 inhibitor -2.4, VIM-2 inh 0.2, NS3 helicase inh 12, FID counter -28, GPR7 antagonist -3, V1R ag counter 0.6 and GalR3 antagonist -2.
For COc1ccc(-c2cnc3n2CCCCC3)cc1 the results were PHOSPHO1 inh 22, OXTR ag 3.4, IMP-1 inhibitor -2.8, VIM-2 inh -2.9, NS3 helicase inh -1, FID counter -5, GPR7 antagonist -16, V1R ag counter 2.6 and GalR3 antagonist -4.
Screening O=S(=O)(CCNCc1cccs1)c1ccc(Cl)cc1 returned PHOSPHO1 inh 42, OXTR ag -2.5, IMP-1 inhibitor -3.5, VIM-2 inh -2.2, NS3 helicase inh -4, FID counter -4, GPR7 antagonist -12, V1R ag counter 0.6 and GalR3 antagonist -2.
Cc1ccc(-c2cnc(-c3ccncc3)o2)cc1 was read as PHOSPHO1 inh 1, OXTR ag -1.2, IMP-1 inhibitor -1.9, VIM-2 inh -0.8, NS3 helicase inh -3, FID counter -7, GPR7 antagonist 1, V1R ag counter -0.4 and GalR3 antagonist -7.
CC(C)(C)C(=O)OC/C(N)=N/OC(=O)c1ccc(Cl)cc1 was read as PHOSPHO1 inh 45, OXTR ag -0.9, IMP-1 inhibitor -2.6, VIM-2 inh -1.6, NS3 helicase inh 1, FID counter -9, GPR7 antagonist -5, V1R ag counter -1.3 and GalR3 antagonist -6.
`Cc1ccc(-n2[nH]c(C)c(/C=N/NC(=O)c3ccc([N+](=O)[O-])cc3)c2=O)c(C)c1` gave PHOSPHO1 inh 28, OXTR ag -0.4, IMP-1 inhibitor -3.6, VIM-2 inh -2.0, NS3 helicase inh 16, FID counter -4, GPR7 antagonist -1, V1R ag counter 0.1 and GalR3 antagonist -3.
`O=C(CNC(=S)N(CCCN1CCOCC1)Cc1cccs1)NC1CC1` gave PHOSPHO1 inh -27, OXTR ag -0.8, IMP-1 inhibitor -3.1, VIM-2 inh -2.2, NS3 helicase inh -1, FID counter 1, GPR7 antagonist -9, V1R ag counter 0.6 and GalR3 antagonist 2.
Cc1cc2nnc(SCC(=O)N3CCCCC3)n2c(N)n1 was read as PHOSPHO1 inh -30, OXTR ag 1.0, IMP-1 inhibitor 0.1, VIM-2 inh -3.8, NS3 helicase inh 11, FID counter 11, GPR7 antagonist -4, V1R ag counter 2.4 and GalR3 antagonist -6.
`Cc1ccc2c(c1)N(C(=O)CCC(=O)N1CCC(C(N)=O)CC1)CC(C)O2` (stereo unspecified) gave PHOSPHO1 inh -4, OXTR ag 0.3, IMP-1 inhibitor 0.2, VIM-2 inh -0.2, NS3 helicase inh 9, FID counter -10, GPR7 antagonist 4 and V1R ag counter 0.8.

Sorted by heavy-atom count (falling): some entries from above
`Cc1ccc(-n2[nH]c(C)c(/C=N/NC(=O)c3ccc([N+](=O)[O-])cc3)c2=O)c(C)c1` gave PHOSPHO1 inh 28, OXTR ag -0.4, IMP-1 inhibitor -3.6, VIM-2 inh -2.0, NS3 helicase inh 16, FID counter -4, GPR7 antagonist -1, V1R ag counter 0.1 and GalR3 antagonist -3.
`Cc1ccc2c(c1)N(C(=O)CCC(=O)N1CCC(C(N)=O)CC1)CC(C)O2` (stereo unspecified) gave PHOSPHO1 inh -4, OXTR ag 0.3, IMP-1 inhibitor 0.2, VIM-2 inh -0.2, NS3 helicase inh 9, FID counter -10, GPR7 antagonist 4 and V1R ag counter 0.8.
Cc1ccc(-c2cnc(-c3ccncc3)o2)cc1 was read as PHOSPHO1 inh 1, OXTR ag -1.2, IMP-1 inhibitor -1.9, VIM-2 inh -0.8, NS3 helicase inh -3, FID counter -7, GPR7 antagonist 1, V1R ag counter -0.4 and GalR3 antagonist -7.

Next part:
Screening CC(=O)NC1C(Oc2ccc3c(C)cc(=O)oc3c2)OC(COC(C)=O)C(OC(C)=O)C1OC(C)=O (stereo unspecified) returned PHOSPHO1 inh 28, OXTR ag 1.1, IMP-1 inhibitor -2.0, VIM-2 inh -4.3, NS3 helicase inh -10, FID counter -2, GPR7 antagonist -3, V1R ag counter 0.7 and GalR3 antagonist -6.
`COc1ccc(/C=C(/NC(=O)c2ccccc2)C(=O)NC(Cc2c[nH]c3ccccc23)C(=O)O)cc1` (stereo unspecified) gave PHOSPHO1 inh -35, IMP-1 inhibitor -2.7, VIM-2 inh 0.0, NS3 helicase inh 6, FID counter -42, GPR7 antagonist -2 and GalR3 antagonist -1.
For c1ccc(-n2nnnc2-c2cnc(-c3ccncc3)nc2-c2cccs2)cc1 the results were PHOSPHO1 inh 1, OXTR ag -1.4, IMP-1 inhibitor -5.8, VIM-2 inh 0.7, NS3 helicase inh -8, FID counter -10, GPR7 antagonist -14, V1R ag counter 1.2 and GalR3 antagonist 1.
`COc1cc2cc(C(=O)N[C@@H](Cc3ccccc3)C(=O)O)n(C)c2c(OC)c1OC` gave PHOSPHO1 inh 1, OXTR ag -0.9, IMP-1 inhibitor -1.9, VIM-2 inh -1.2, NS3 helicase inh 0, FID counter -27, GPR7 antagonist 10, V1R ag counter 0.0 and GalR3 antagonist -10.
COc1cccc([C@@H]2Oc3ccc(OC)cc3C(=O)[C@H]2O)c1 was read as PHOSPHO1 inh -21, OXTR ag 1.4, IMP-1 inhibitor -2.1, VIM-2 inh -2.7, NS3 helicase inh 0, FID counter -9, GPR7 antagonist -10 and V1R ag counter 1.1.
`O=C(O)COc1c(-c2ccccc2)oc2ccccc2c1=O` gave PHOSPHO1 inh 8, OXTR ag -0.7, IMP-1 inhibitor -3.6, VIM-2 inh -2.9, NS3 helicase inh 9, FID counter -5, GPR7 antagonist 3, V1R ag counter -0.9 and GalR3 antagonist -8.
For O=c1c(Cc2ccccc2)c(O)ccn1CCc1cnc[nH]1 the results were PHOSPHO1 inh 18, OXTR ag 2.1, IMP-1 inhibitor -1.5, VIM-2 inh 2.5, NS3 helicase inh 1, FID counter 5, GPR7 antagonist 5, V1R ag counter 0.6 and GalR3 antagonist -2.
For COc1ccc(/C=C/C(=O)OCC(=O)c2c(N)n(C)c(=O)n(C)c2=O)c(OC)c1 the results were PHOSPHO1 inh -14, OXTR ag 0.6, IMP-1 inhibitor -2.6, VIM-2 inh -2.9, NS3 helicase inh 4, FID counter -4, GPR7 antagonist -6, V1R ag counter 0.1 and GalR3 antagonist -1.
For Cc1cc(Cl)c(OCCOCCN2CCCCC2)c(Br)c1 the results were PHOSPHO1 inh -11, OXTR ag -1.5, IMP-1 inhibitor -2.2, VIM-2 inh -3.9, NS3 helicase inh -1, FID counter 3, GPR7 antagonist -10, V1R ag counter 1.0 and GalR3 antagonist -1.
For CC(C)S(=O)(=O)N1CCN(c2ccnc3cc(Cl)ccc23)CC1 the results were PHOSPHO1 inh 52, OXTR ag 2.3, IMP-1 inhibitor 1.2, VIM-2 inh -1.6, NS3 helicase inh -8, FID counter -11, GPR7 antagonist -10, V1R ag counter 2.7 and GalR3 antagonist -8.
Screening Nn1c(SCC(=O)N2CCCCC2)nnc1-c1ccncc1 returned PHOSPHO1 inh 6, OXTR ag 0.5, IMP-1 inhibitor -0.9, VIM-2 inh -2.5, NS3 helicase inh 3, FID counter -4, GPR7 antagonist -7, V1R ag counter 0.3 and GalR3 antagonist -4.
Screening CCc1ccc(C=NC23CN4CN(CN(C4)C2)C3)s1 returned PHOSPHO1 inh 44, OXTR ag 1.4, IMP-1 inhibitor -2.0, VIM-2 inh -0.8, NS3 helicase inh 1, FID counter 0, GPR7 antagonist -9, V1R ag counter 1.1 and GalR3 antagonist -6.
`COC(=O)C(=NNc1c(C)n(C)n(-c2ccccc2)c1=O)C(=O)OC` gave PHOSPHO1 inh 8, OXTR ag -0.2, IMP-1 inhibitor -3.2, VIM-2 inh -1.8, NS3 helicase inh 6, FID counter -3, GPR7 antagonist -12, V1R ag counter 0.3 and GalR3 antagonist -2.
O=C(Cc1ccccc1)NCC1CCCO1 (stereo unspecified) was read as PHOSPHO1 inh 2, OXTR ag 0.6, IMP-1 inhibitor -3.0, VIM-2 inh -3.0, NS3 helicase inh -1, FID counter 2, GPR7 antagonist 1, V1R ag counter 1.1 and GalR3 antagonist 3.
`COC(=O)c1ccc(S(=O)(=O)N2CCN(CCO)CC2)n1C` gave PHOSPHO1 inh 37, OXTR ag 0.3, IMP-1 inhibitor 0.1, VIM-2 inh -0.2, NS3 helicase inh 25, FID counter 9, GPR7 antagonist -5, V1R ag counter -1.5 and GalR3 antagonist -6.
Screening Cc1cc(NC(=O)Cn2cnc3c(nnn3-c3ccc(C)c(Cl)c3)c2=O)no1 returned PHOSPHO1 inh 43, OXTR ag 0.1, IMP-1 inhibitor -1.7, VIM-2 inh -2.5, NS3 helicase inh -15, FID counter 1, GPR7 antagonist -9, V1R ag counter 0.0 and GalR3 antagonist -4.
For O=C(NCC1CCCO1)c1cccc(Br)c1 (stereo unspecified) the results were PHOSPHO1 inh 33, OXTR ag 1.6, IMP-1 inhibitor -1.8, VIM-2 inh -2.3, NS3 helicase inh 2, FID counter -3, GPR7 antagonist -5, V1R ag counter 0.7 and GalR3 antagonist -6.
For Cc1cc(C)cc(NC(=O)CSc2nnc(Cn3c(=O)sc4ccccc43)n2C)c1 the results were PHOSPHO1 inh 0, OXTR ag -2.1, IMP-1 inhibitor -4.5, VIM-2 inh -2.5, NS3 helicase inh 14, FID counter -5, GPR7 antagonist -2, V1R ag counter -1.3 and GalR3 antagonist 6.
`CCCCCCn1c(SCC(C)C)nc2c1c(=O)[nH]c(=O)n2C` gave PHOSPHO1 inh 18, OXTR ag -0.9, IMP-1 inhibitor -1.8, VIM-2 inh -1.3, NS3 helicase inh 1, FID counter -1, GPR7 antagonist 4, V1R ag counter -0.4 and GalR3 antagonist -3.
For Cc1nc(CNS(=O)(=O)c2cc([N+](=O)[O-])ccc2C)cs1 the results were PHOSPHO1 inh 20, OXTR ag 1.2, IMP-1 inhibitor -1.7, VIM-2 inh -1.8, NS3 helicase inh -17, FID counter 0, GPR7 antagonist -13, V1R ag counter 0.9 and GalR3 antagonist -10.
O=C(CN1C2=NCCN2c2ccccc21)c1cccs1 was read as PHOSPHO1 inh -16, OXTR ag 0.2, IMP-1 inhibitor -2.6, VIM-2 inh -2.1, NS3 helicase inh -27, FID counter 0, GPR7 antagonist -7, V1R ag counter 1.0 and GalR3 antagonist -4.
Screening CCc1ccc2[nH]c(=O)c(CN(Cc3ccccc3OC)Cc3nnnn3Cc3ccco3)cc2c1 returned PHOSPHO1 inh 6, OXTR ag -1.8, IMP-1 inhibitor -6.2, VIM-2 inh 1.6, NS3 helicase inh 20, FID counter -6, GPR7 antagonist -10, V1R ag counter -0.1 and GalR3 antagonist -9.
`CS(=O)(=O)N1CCc2cc(C(=O)Nc3ccccc3Cl)ccc21` gave PHOSPHO1 inh 40, OXTR ag 1.2, IMP-1 inhibitor -3.1, VIM-2 inh -0.1, NS3 helicase inh -7, FID counter -8, GPR7 antagonist -10, V1R ag counter 1.6 and GalR3 antagonist -8.
